Compound activity from PubChem.
BoNT-F LC inh: BoNT/F light chain protease inhibitors, primary screen, biochemical, flow cytometry, MLPCN library. Botulinum neurotoxin type F light chain protease (Clostridium botulinum). inhibition, % at 10 µM. Multiplex microsphere protease cleavage assay. AID 588497, 2011. actives 0.22% (n = 360,000); in the data active = inhibition above about 35%, passing the limit was not always enough; inconclusive = no clear call, values can overlap the other calls; note: plate controls were buffer without enzyme for full effect and enzyme alone for no effect
FadD28 binding: inhibitors of FadD28 bisubstrate probe binding, primary screen, biochemical, fluorescence polarization, single point; inhibition, % at 12.5 µM; actives 0.22% (n = 360,000); AID 588549, 2011; in the data active = inhibition above about 8.5%, passing the limit was not always enough; inconclusive = no clear call, values can overlap the other calls
UGM FP inh: M. tuberculosis UGM enzyme inhibitors, primary screen, biochemical, fluorescence polarization, single point; inhibition, % at 10 µM; actives 0.06% (n = 320,000); UDP-galactopyranose mutase (Mycobacterium tuberculosis (strain ATCC 25618 / H37Rv)), …; purified UGM, fluorescence polarization probe displacement; AID 504406, 2011; in the data active = inhibition above about 10%, passing the limit was not always enough; inconclusive = no clear call, values can overlap the other calls
VHR inh abs: VHR1 phosphatase inhibitors, primary screen, biochemical, absorbance, uHTS; Dual specificity protein phosphatase 3 (Homo sapiens), P51452; recombinant VHR phosphatase, pNPP absorbance; inhibition, % at 13.3 µM; actives 0.52% (n = 290,000); AID 1654, 2009; in the data active = inhibition above about 50%; note: some compounds called inactive have numbers as strong as hits
Target sequence (P51452 whole entry, looked up): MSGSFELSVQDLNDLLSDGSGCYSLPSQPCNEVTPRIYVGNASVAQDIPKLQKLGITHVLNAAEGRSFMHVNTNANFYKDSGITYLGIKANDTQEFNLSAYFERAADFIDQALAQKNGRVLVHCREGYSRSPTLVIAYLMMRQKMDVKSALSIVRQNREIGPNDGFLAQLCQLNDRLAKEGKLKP
Rv3671c protease: Rv3671c serine protease inhibitors, primary screen, biochemical, fluorescence polarization, M. tuberculosis H37Rv; P9WHR9; actives 0.048% (n = 320,000); AID 2606, 2010; inhibition, % at 5.96 µM; in the data active = inhibition above about 38%;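 note: extracellular domain of Rv3671c used as enzyme; 0% = enzyme with DMSO and 100% = no enzyme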
BioA inh: M. tuberculosis BioA enzyme inhibitors, primary screen, biochemical, plate reader, single point, HTS; 7,8-diaminopelargonic acid synthase BioA (Mycobacterium tuberculosis); purified M. tuberculosis BioA enzyme; inhibition, % at 9.99 µM; actives 0.096% (n = 360,000); in the data active = inhibition above about 40%; inconclusive = no clear call, values can overlap the other calls
FBA Mtb inh: Mtb FBA enzyme inhibitors, primary screen, biochemical, fluorescence, strain H37Rv | inhibition, % at 1 µM | actives 2.3% (n = 360,000) | AID 588726, 2011 | purified M. tuberculosis FBA, fluorescence read-out | Fructose-bisphosphate aldolase (Mycobacterium tuberculosis (strain ATCC 25618 / H37Rv)), …; in the data active = inhibition above about 27%;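 note: 0% = vehicle and 100% = reference inhibitor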
Target sequence (P9WQA3 whole entry, looked up): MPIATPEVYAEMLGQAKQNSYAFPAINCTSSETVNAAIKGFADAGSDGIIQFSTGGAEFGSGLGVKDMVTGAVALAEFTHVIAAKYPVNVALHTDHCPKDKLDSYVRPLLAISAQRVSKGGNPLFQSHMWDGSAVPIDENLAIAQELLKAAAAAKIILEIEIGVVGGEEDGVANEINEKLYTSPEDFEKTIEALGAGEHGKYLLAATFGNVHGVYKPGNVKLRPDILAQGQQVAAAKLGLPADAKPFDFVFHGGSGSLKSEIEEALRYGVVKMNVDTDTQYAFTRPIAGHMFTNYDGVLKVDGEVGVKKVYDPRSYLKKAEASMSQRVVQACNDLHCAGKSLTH
CCHF vOTU inh: CCHFV vOTU protease inhibitors, primary screen, biochemical, Pep-AMC substrate, fluorescence | inhibition, % at 11.5 µM | actives 0.55% (n = 370,000) | AID 651958, 2012; note: 0% = vehicle wells with enzyme and 100% = no enzyme wells
MazF activator: activators of E. coli MazEF toxin-antitoxin RNase, primary screen, biochemical, fluorescence, uHTS; activation, % at 20 µM; Endoribonuclease toxin MazF (Escherichia coli (strain K12)), P0AE70; FAM/BHQ RNA-DNA oligo cleavage fluorescence, 5 h; AID 504720, 2011; actives 0.32% (n = 350,000); in the data active = activation above about 50%
Target sequence (P0AE70 whole entry, looked up): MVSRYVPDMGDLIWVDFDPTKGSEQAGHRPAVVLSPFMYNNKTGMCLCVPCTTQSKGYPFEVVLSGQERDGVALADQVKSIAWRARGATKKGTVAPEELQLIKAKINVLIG
GDH-TPI inh: GDH-TPI coupling enzyme inhibitors, primary screen, artefact control for M. tuberculosis FBA inhibitor project, biochemical, absorbance, full deck; inhibition, % at 4.8 µM; actives 1.2% (n = 360,000); GDH-TPI coupled enzyme counterscreen, NADH absorbance;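 note: 0% = DMSO wells and 100% = wells lacking the enzyme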
* marks the source's active call; other numbers are inactive results; ? = inconclusive; / = not tested or not shown; & = joins results of further samples. Cut-off read from the data, not from the text of the source, unless noted: active = inhibition above about 30%; inactive = the rest.

Values in the order: FBA Mtb inh	FadD28 binding	Rv3671c protease	MazF activator	BioA inh	BoNT-F LC inh	UGM FP inh	VHR inh abs	CCHF vOTU inh	GDH-TPI inh
Cc1ccc(NC(=O)CN2CCc3ccccc3C2)cc1
    -3	-3.0	9	3	-0.5	-3	2.4	12	-11	-14
CN1CCN(S(=O)(=O)c2cccc(C(=O)NC3CCCc4ccccc43)c2)CC1 (centres undefined)
    0	-0.6	2	-1	0.4	1	0.0	-3	1	-7
Cc1cccc(NC(=O)CSc2nnc(CNC(=O)c3ccc(S(=O)(=O)N(C)C)cc3)n2-c2ccccc2)c1
    -1	-4.1	-12	-4	-3.1	-5	-0.3	6	24	-8
C=CCN1C(=O)CN=C1Nc1cc(C)ccc1C
    2	-2.0	-8	1	-2.7	-20	0.0	-2	-2	-2
CNC(=O)/C(C#N)=C/c1c(N2CCN(C)CC2)nc2c(C)cccn2c1=O
    28*	0.0	-3	-1	-0.2	18	2.2	/	-28	17
CC(C)(C)c1[nH]nc2c1C(c1ccco1)C(C#N)=C(N)O2 (centres undefined)
    0	-0.9	-1	4	/	-10	0.0	14	-9	-4
Cc1ccnc(NC(=O)COC(=O)C23CC4CC(CC(C4)C2)C3)n1
    0	-2.0	2	-3	4.9	-10	3.0	31	-3	9
CCn1c(SCC(=O)NC2CCCCC2)nnc1-c1cc2cccc(OC)c2o1
    3	-1.6	-4	-3	1.4	28	-0.7	11	12	10
COc1ccc(CNC(=O)c2ccc(N3CCC4(CC3)CC(c3ccc(Cl)cc3)=NO4)c(NC(=O)Cc3ccc(F)cc3)c2)cc1
    0	-0.2	-7	-8	-1.3	-10	-0.3	/	7	2
COc1ccc(OC)c(NC(=O)CSc2nncc3ccc(OC)c(OC)c23)c1
    3	-2.4	-6	0	/	-9	4.9	-4	1	1
CCCCCOC(=O)c1ccc(NC(=O)c2ccco2)cc1
    -2	-2.0	-24	-2	-1.2	-6	-0.1	17	15	6
O=C(NC1CCCc2c1cnn2-c1ccccc1F)c1ccccn1 (centres undefined)
    6	2.1	-10	3	5.1	/	1.6	13	-5	-10
Cc1nc(Cl)c(C(=O)NCCc2ccccc2)c(C)c1[N+](=O)[O-]
    -2	-0.8	4	-3	-1.3	9	1.2	15	-7	-1
C=C(c1cccc2ccccc12)P(=O)(O)O
    3	-0.8	-4	-5	-0.8	2	1.1	26	6	3
COc1cccc(NC(=S)N(CCCN2CCCC2)Cc2cccn2Cc2ccc(Cl)cc2)c1
    -2	-31	-1	19	0.5	-2	1.4	11	/	5
CCc1ccc(C(C)NC(=O)C2CCCO2)cc1 (centres undefined)
    0	-0.8	/	-1	-3.2	?	-0.7	16	-6	13
Cc1cc(N2CCOCC2)nc(SCC(=O)OCc2ccccc2)n1
    0	-3.0	5	7	0.8	-2	1.3	19	-12	4
CCCC(=O)O/N=C(\c1ccccc1)c1ccncc1
    7	-1.5	4	5	1.5	?	-2.8	-5	10	-4
Nc1nc(N)c(N=Nc2ccc(C(=O)O)cc2)c(N)n1
    3	1.1	-9	3	-5.2	32	1.0	-11	-13	10
C=CCC(O)(CC=C)CNC(=O)c1ccc(OC)c(OC2CCN(C(C)=O)CC2)c1
    -3	0.7	/	1	-0.6	?	3.6	21	1	8
CCOC(=O)c1ccc(NC(=O)N2CC(C)OC(C)C2)cc1 (centres undefined)
    2	-1.9	2	12	-2.7	5	6.2	14&27	-4	1
CCC(=O)N1CCc2cc(S(=O)(=O)CCC(=O)N3CCc4ccccc4C3)ccc21
    3	2.4	-1	7	-1.4	-13	-0.2	10	/	7
Cc1ccccc1OCc1nc2ccccc2c(=O)n1/N=C/c1c[nH]c2ccccc12
    1	1.5	-9	-14	-0.9	3	-1.2	-7	9	8
CCc1c(O)nc(SCC(=O)Nc2ccccc2OC)[nH]c1=O
    1	-0.5	1	0	1.1	0	2.4	30	-15	-12
CC(C)CCC1(C)NC(=O)N(CC(=O)Nc2ccc3c(c2)OCCO3)C1=O (centres undefined)
    -1	-3.0	0	6	4.7	5	-1.3	/	8	5
CCOc1cccc(/C=C/c2ccc3ccccc3n2)c1OC(C)=O
    7	-4.0	1	-1	/	-5	5.7	29	-4	25
Cn1nnnc1SCC(=O)Nc1ccccc1C(N)=O
    3	-2.2	3	6	/	1	4.8	1	1	-6
CCOc1cc2[nH]c(=S)n(Cc3ccc(C(=O)NCCCOC)cc3)c(=O)c2cc1OCC
    0	/	-18	9	-1.9	26	-0.5	70	3	13
Cc1c(C)c(C)c(C(=O)CCc2cccc(NC(=O)CCC(=O)O)c2)c(C)c1C
    0	-0.6	4	4	-0.1	16	-1.2	-2	3	5
COC(=O)Cc1ccc(NC(=O)c2ccc3c(c2)C(=O)N(Cc2cccnc2)C3=O)cc1
    1	-2.0	-1	-1	-0.5	0	-1.1	-5	16	8
COc1cccc(NC(=O)COc2ccc(C(=S)N3CCN(C)CC3)cc2OC)c1
    -1	-3.0	2	5	0.3	8	1.5	6	-6	10
COc1ccc(S(=O)(=O)NC(CC(=O)NCc2ccc3c(c2)OCO3)c2ccco2)cc1 (centres undefined)
    -2	-1.3	-5	11	-1.5	1	1.1	-16	7	1
COc1ccc(-c2csc(NC(=O)CSCc3c(C)noc3C)n2)c(OC)c1
    -1	-2.8	-1	-7	0.8	-7	-0.4	/	7	-6
Cc1cc(Cl)ccc1NC(=O)COC(=O)CCNS(=O)(=O)c1ccccc1
    -3	-2.5	-5	-3	-0.9	2	5.5	/	-15	1
CCN(CC)S(=O)(=O)c1cccc(NC(=O)c2ccccc2Br)c1
    0	-1.2	4	-6	/	-10	1.8	26	-5	4
N#Cc1ccccc1CSc1nnc(-c2ccncc2)o1
    9	-1.3	-6	-26	-0.1	16	-2.4	27	/	15
CC(C)CN(C(=O)C1CCCO1)c1c(N)n(CC(C)C)c(=O)[nH]c1=O (centres undefined)
    -2	-4.4	/	2	/	11	/	/	2	-2
O=C(NN1C(=O)/C(=C/c2cccs2)SC1=S)c1cccnc1
    -5	-0.5	12	5	0.3	1	1.4	20	2	2
C/C(=N\NC(=O)c1ccc([N+](=O)[O-])cc1)c1cccc([N+](=O)[O-])c1
    -2	-1.9	-6	-18	/	-4	0.1	10	-2	17
Cc1cccc(C)c1NC(=O)CN(C)c1ccc(C(F)(F)F)cn1
    2	0.0	-12	-6	/	-3	-0.1	1	9	-2
O=C(CCN=C1NS(=O)(=O)c2ccccc21)OCc1cccc(Cl)c1
    6	-2.6	0	1	/	?	-1.1	/	5	0
CC1=CN2C(=N)/C(=C/c3ccc(Sc4ccc(C)cc4)o3)C(=O)N=C2S1
    -5	-3.6	-8	-7	/	-3	3.4	4	4	11
O=C(c1ccc2ccccc2c1)C1CCCN(C(=O)c2cnccn2)C1 (centres undefined)
    9	-4.3	9	0	0.0	-5	-0.7	10	0	-2
O=S(=O)(NCCc1ccc(F)cc1)c1ccc(F)cc1Br
    -4	-2.8	/	-2	2.8	-5	/	/	2	-1
CCCc1nn2c(=O)cc(COc3ccc(NC(=O)c4ccco4)cc3)nc2s1
    -1	-5.3	-8	7	-1.4	7	-0.3	15	8	-4
Cn1c(=O)c2c(nc(CN3CCN(C(=O)c4ccco4)CC3)n2Cc2ccc(F)cc2)n(C)c1=O
    -2	-0.9	2	1	17	-7	-1.5	7	-23	8
COc1cccc(-c2nc(-c3ccc(NC(=O)Cc4ccccc4OC)cc3)no2)c1
    0	-1.5	/	-33	/	-4	/	9	/	13
CCN1CCc2c(sc(NC(=O)c3ccc(S(=O)(=O)N4CCOCC4)cc3)c2C(=O)OC)C1
    1	-4.5	13	-8	-13	12	-2.6	32	14	16

Four of these compounds in a different format:
O=S(=O)(NCCc1ccc(F)cc1)c1ccc(F)cc1Br
  FBA Mtb inh = -4	FadD28 binding = -2.8	Rv3671c protease = /	MazF activator = -2	BioA inh = 2.8	BoNT-F LC inh = -5	UGM FP inh = /	VHR inh abs = /	CCHF vOTU inh = 2	GDH-TPI inh = -1

CCCc1nn2c(=O)cc(COc3ccc(NC(=O)c4ccco4)cc3)nc2s1
  FBA Mtb inh = -1	FadD28 binding = -5.3	Rv3671c protease = -8	MazF activator = 7	BioA inh = -1.4	BoNT-F LC inh = 7	UGM FP inh = -0.3	VHR inh abs = 15	CCHF vOTU inh = 8	GDH-TPI inh = -4

Cn1c(=O)c2c(nc(CN3CCN(C(=O)c4ccco4)CC3)n2Cc2ccc(F)cc2)n(C)c1=O
  FBA Mtb inh = -2	FadD28 binding = -0.9	Rv3671c protease = 2	MazF activator = 1	BioA inh = 17	BoNT-F LC inh = -7	UGM FP inh = -1.5	VHR inh abs = 7	CCHF vOTU inh = -23	GDH-TPI inh = 8

COc1cccc(-c2nc(-c3ccc(NC(=O)Cc4ccccc4OC)cc3)no2)c1
  FBA Mtb inh = 0	FadD28 binding = -1.5	Rv3671c protease = /	MazF activator = -33	BioA inh = /	BoNT-F LC inh = -4	UGM FP inh = /	VHR inh abs = 9	CCHF vOTU inh = /	GDH-TPI inh = 13

Look-ups from above.
`O=C(NN1C(=O)/C(=C/c2cccs2)SC1=S)c1cccnc1` @ FadD28 binding: -0.5
`O=S(=O)(NCCc1ccc(F)cc1)c1ccc(F)cc1Br` @ BoNT-F LC inh: -5
